Compound activity as filed in PubChem.
SSB-PriA inh – inhibitors of Klebsiella pneumoniae PriA binding to SSB C-terminal tail; AlphaScreen SSBct-PriA binding, biotinylated peptide; inhibition, % at 33 µM; 430,000 tested, 0.6% active; in the data active means inhibition mostly above about 37%, no sharp cut-off; inactive means mostly below about 20%;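 further: plate controls were negative control peptide for no effect and reference peptide for full effect; strong numbers were not always called active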
PfHsp40 rescue – compounds rescuing yeast from Plasmodium falciparum HSP40 toxicity; 340,000 tested, 0.68% active; growth rescue, % at 12.5 µM; S. cerevisiae expressing PfHsp40, growth rescue, ATP luminescence; in the data active means growth rescue above about 28%, passing the limit was not always enough;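 further: yeast W303a lacking pdr1 and pdr3 grown in galactose medium; growth measured after three days at 30 °C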
3CLpro inhibitor – SARS-CoV 3CLpro protease inhibition; P0C6X7; recombinant SARS-CoV 3CLpro, quenched FRET peptide cleavage; inhibition, % at 6 µM; 290,000 tested, 0.14% active; AID 1706; in the data active means inhibition above about 12%
VHR inh abs – inhibitors of human VHR1 phosphatase (DUSP3) | recombinant VHR phosphatase, pNPP absorbance | P51452 | AID 1654 | inhibition, % at 13.3 µM | 290,000 tested, 0.52% active; in the data active means inhibition above about 50%; further: some compounds called inactive have numbers as strong as hits
Target sequence (P51452 whole entry, looked up): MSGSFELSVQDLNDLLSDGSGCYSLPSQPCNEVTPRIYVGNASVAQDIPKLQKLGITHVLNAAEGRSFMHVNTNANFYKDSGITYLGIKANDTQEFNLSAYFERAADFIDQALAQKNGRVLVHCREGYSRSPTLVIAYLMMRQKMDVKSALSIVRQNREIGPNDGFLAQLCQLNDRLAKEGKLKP
Vc quorum ag – inducers of Vibrio cholerae quorum light production without autoinducers. V. cholerae BH1578 lux reporter, luminescence, 6 h. activation, % at 18.7 µM. 350,000 tested, 0.16% active. AID 588436; in the data active means activation mostly above about 9.7%, no sharp cut-off; further: not every result past the cut was called active; inactives centre near 0; reference of the scale not given here
Y pestis TopoI – Y. pestis Topo-I inhibition via cleavage products. Y. pestis Topo-I cleavage product accumulation, plate reader. activity, % at 10 µM. 360,000 tested, 0.064% active. AID 504884; in the data active means activity above about 50%, passing the limit was not always enough; further: inactives centre near 2
CCHF vOTU inh – blocks the CCHF virus ovarian tumor domain protease; inhibition, % at 11.5 µM; 370,000 tested, 0.55% active; CCHFV vOTU protease, Pep-AMC fluorescence; AID 651958; in the data active means inhibition above about 30%; further: 0% = vehicle wells with enzyme and 100% = no enzyme wells
BoNT-A LC inh2 – BoNT A light chain protease inhibition; multiplex microsphere protease substrate cleavage, flow cytometry; inhibition, % at 10 µM; 360,000 tested, 0.17% active; further: plate controls were buffer without enzyme for full effect and enzyme alone for no effect
TcdB GH inh – inhibitors of Clostridioides difficile toxin B glycohydrolase | P18177 | TcdB glycohydrolase enzymatic assay, plate reader | inhibition, % at 9.99 µM | 350,000 tested, 0.24% active; in the data active means inhibition above about 10%
Anthrax LF prot – anthrax lethal factor protease inhibition; multiplex microsphere protease cleavage assay, LF; 360,000 tested, 0.12% active; P15917; inhibition, % at 10 µM; further: plate controls were buffer without enzyme for full effect and enzyme alone for no effect
Target sequence (P15917 whole entry, looked up): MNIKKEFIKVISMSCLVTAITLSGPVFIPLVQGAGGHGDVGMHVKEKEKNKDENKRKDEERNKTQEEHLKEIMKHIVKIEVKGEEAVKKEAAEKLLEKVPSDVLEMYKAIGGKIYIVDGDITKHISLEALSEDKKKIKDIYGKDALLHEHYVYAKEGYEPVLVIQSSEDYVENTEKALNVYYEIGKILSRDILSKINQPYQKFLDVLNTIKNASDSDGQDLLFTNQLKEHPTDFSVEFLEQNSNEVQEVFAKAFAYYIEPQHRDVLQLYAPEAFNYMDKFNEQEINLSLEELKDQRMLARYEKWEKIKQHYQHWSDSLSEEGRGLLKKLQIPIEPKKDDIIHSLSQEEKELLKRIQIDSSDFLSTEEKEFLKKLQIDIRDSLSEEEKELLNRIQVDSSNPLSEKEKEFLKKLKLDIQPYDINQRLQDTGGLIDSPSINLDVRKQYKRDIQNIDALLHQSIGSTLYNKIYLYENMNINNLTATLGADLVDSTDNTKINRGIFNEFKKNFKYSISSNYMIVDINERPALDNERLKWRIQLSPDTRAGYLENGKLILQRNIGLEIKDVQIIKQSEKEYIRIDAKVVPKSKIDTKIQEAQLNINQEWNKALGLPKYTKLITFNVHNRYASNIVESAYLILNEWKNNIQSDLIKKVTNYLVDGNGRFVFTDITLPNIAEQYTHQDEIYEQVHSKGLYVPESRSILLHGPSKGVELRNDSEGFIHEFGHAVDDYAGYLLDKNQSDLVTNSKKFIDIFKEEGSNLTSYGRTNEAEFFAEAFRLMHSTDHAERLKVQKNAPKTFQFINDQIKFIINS
* hit, by the source's call; i = inactive; . = not tested or not shown; & = joins results of further samples. Unless noted, no stated cut-off is given here; in the data, active means inhibition above about 30%; inconclusive means no clear call, values can overlap the other calls; inactive means below that. This is a subset; the hit share may differ from the screen's.

compound	SSB-PriA inh	PfHsp40 rescue	3CLpro inhibitor	VHR inh abs	Vc quorum ag	Y pestis TopoI	CCHF vOTU inh	BoNT-A LC inh2	TcdB GH inh	Anthrax LF prot
O=C(NCCN1C(=O)S/C(=C\c2ccccc2F)C1=O)C1CC(=O)N(Cc2ccccc2)C1 (stereo unspecified)	-14.5	2.5	.	.	i	21.6	9.6	.	0.6	.
CCOc1ccc(NC(=O)CN(C)C(=O)c2ccc3nc(CC)c(CC)nc3c2)cc1OCC	-7.3	-0.8	.	.	-0.6	10.3	-3.6	.	-5.6	.
CCSCc1nnc(SCC(=O)Nc2cccc(C(C)=O)c2)n1C	-7.3	-1.0	-5.6	2.1	i	5.2	-7.1	0.1	2.1	-4.3
CCOC(=O)c1cnc2c(ccc3ccccc32)c1NCCCN(C)C	-11.9	2.4	-4.9	6.1	i	-10.3	19.9	0.5	3.2	-4.2
CCCC(=O)N(c1ccc2oc(=O)sc2c1)S(=O)(=O)c1ccccc1	-0.7	-1.3	1.8	9.7	-0.3	-2.2	1.1	0.7	.	0.5
CSc1cccc(NC(=O)c2cnccn2)c1	-4.6	1.7	-1.4	-10.5	-3.6	7.3	6.6	-0.1	.	0.9
CCN(CC)CCC(=O)O[C@H]1CC[C@]2(C)C3CC[C@@]4(C)C(CC[C@]4(C)O)C3CC[C@H]2C1 (stereo partly specified)	-6.3	-0.9	.	.	i	23.9	-14.7	-0.2	0.9	-6.5
O=C(NCc1ccc2c(c1)OCO2)C1CCCN(S(=O)(=O)c2cccnc2)C1 (stereo unspecified)	-9.8	0.2	-7.5	16.5	-0.6	0.0	-5.1	-0.7	2.2	-5.3
O=S1(=O)[C@H]2C[C@@H]3C=C[C@@]2(CN1Cc1ccc(Cl)cc1)O3	-4.5	-2.0	-7.1	1.1	-11.1	-7.2	3.7	0.0	0.3	-0.1
C/C(N)=C(/C#N)C(=O)CSc1ccc2c(c1)OCCO2	-17.2	0.0	-8.2	12.0	-0.4	-5.2	10.1	0.0	.	-0.4
Fc1ccc(NC(=S)N2CCCCC2)cc1	-8.3	-1.6	7.9	1.2	i	2.2	-3.3	-0.4	.	-1.2
CCCN1CC[C@@H]2c3cc(O)ccc3CC[C@@H]21	-1.9	0.1	.	.	0.7	0.4	10.9	0.2	-6.1	1.7
Cc1ccc(NC(=O)COC(=O)Cc2ccsc2)c(C)c1	-4.6	-2.5	3.6	9.4	0.1	5.7	2.7	-1.9	0.4	3.0
O=C(CSc1ccc(Br)cc1)N1CCN(C(=O)c2ccco2)CC1	-15.7	-1.3	2.1	33.7	-0.3	2.1	2.9	0.3	0.1	2.5
CCN1C[C@@H]2[C@@H]3C(=O)N(C)C(=O)[C@@H]3[C@](C)(C1=O)N2C(=O)c1ccc(F)cc1	-0.4	-0.5	.	.	0.9	-1.9	0.2	-0.2	0.5	1.0
Cc1ccc(C(=O)N/C(=C\c2cccs2)C(=O)N2CCCCCC2)cc1	-0.3	-1.5	1.1	10.3	i	-1.6	6.2	-0.1	.	-3.7
Cc1cccc(C)c1OCCCCCNCCO	-8.2	-0.1	-1.2	15.2	-7.1	2.2	-8.0	0.3	0.1	-2.6
COc1ccccc1C(CNC(=O)c1ccc(-c2ccccc2Cl)o1)N1CCCC1 (stereo unspecified)	14.3	-0.1	.	.	2.8	10.0	1.8	2.4	1.1	0.8
O=C(NC(=S)Nc1ccccc1F)c1ccc(Br)o1	-2.2	0.3	1.8	-2.1	-0.2	-1.5	3.2	0.6	0.4	-1.8
COC(=O)N(C)C[C@@H]1OCc2cn(nn2)CCCC(=O)N([C@H](C)CO)C[C@H]1C	.	.	.	.	.	.	8.9	-0.2	-1.6&1.0	-6.0
NC(=O)c1ccc(=O)n(C2OC(CO)C(O)C2O)c1 (stereo unspecified)	4.5	-0.1	.	.	-5.9	-5.1	2.1	0.0	-0.9	-3.2
Cc1cc(C)n(S(=O)(=O)c2ccccc2)n1	-11.9	-1.1	1.3	2.5	-0.1	-1.9	-2.7	-0.4	0.1	-9.1
COc1ccc(C2C(Oc3ccccc3C)C(=O)N2Cc2ccc(F)cc2)cc1OC (stereo unspecified)	4.1	3.6	-0.5	13.2	i	-4.2	-0.1	0.1	.	-3.9
CCCC(CC)Sc1nc2c([nH]1)c(=S)n(C)c(=O)n2C (stereo unspecified)	-1.8	-0.5	.	.	-2.2	7.6	6.0	0.2	2.0	1.5
Cc1c(C(=O)OCC(=O)NCc2ccc3c(c2)OCO3)cccc1[N+](=O)[O-]	-2.1	0.6	3.3	-1.2	-0.2	5.2	3.5	0.0	.	-1.1
C[C@@H]1CN([C@H](C)CO)C(=O)c2cc(Br)cnc2O[C@H]1CN(C)C(=O)Nc1ccc2c(c1)OCO2	.	.	.	.	1.1	1.3	-5.3	0.1	0.9&0.2	-5.5
CC(C)CCNC(=O)CC1Nc2c3ccccc3nc(=S)n2C1=O (stereo unspecified)	-3.9	-1.4	-4.9	15.5	-0.7	2.1	1.9	-0.3	.	-13.3
O=C(NC(=S)N(CCCCO)C1CCCCC1)c1sc2ccccc2c1Cl	-1.6	11.4	4.0	23.7	i	-0.4	12.1	0.1	.	0.2
CC1CCN(S(=O)(=O)c2ccc3c(c2)N(CC(=O)NCc2cccnc2)C(=O)CS3)CC1	0.0	0.4	-3.6	-5.6	-0.2	1.4	-5.9	-0.1	1.4	-1.3
CC1CC(C)CN(C(=O)Cn2c(=O)c3cccn3c3cccnc32)C1 (stereo unspecified)	-2.9	-1.1	8.6	6.5	-0.4	-3.4	10.2	0.2	0.0	-1.1

Random excerpt: two records from the list.
compound	SSB-PriA inh	PfHsp40 rescue	3CLpro inhibitor	VHR inh abs	Vc quorum ag	Y pestis TopoI	CCHF vOTU inh	BoNT-A LC inh2	TcdB GH inh	Anthrax LF prot
COC(=O)N(C)C[C@@H]1OCc2cn(nn2)CCCC(=O)N([C@H](C)CO)C[C@H]1C	.	.	.	.	.	.	8.9	-0.2	-1.6&1.0	-6.0
CC(C)CCNC(=O)CC1Nc2c3ccccc3nc(=S)n2C1=O (stereo unspecified)	-3.9	-1.4	-4.9	15.5	-0.7	2.1	1.9	-0.3	.	-13.3

The list continues.
compound	SSB-PriA inh	PfHsp40 rescue	3CLpro inhibitor	VHR inh abs	Vc quorum ag	Y pestis TopoI	CCHF vOTU inh	BoNT-A LC inh2	TcdB GH inh	Anthrax LF prot
C#CCNC(=O)C1=C[C@H](c2cn(C(C)=O)c3ccccc23)[C@@H](CCCO)[C@H](OCC)O1	-0.5	0.8	-2.6	17.5	i	-5.4	-5.2	-1.0	1.3	-2.8
CC(Sc1ccc(S(=O)(=O)N2CCCCC2)cn1)C(N)=O (stereo unspecified)	.	.	.	.	-0.5	-3.8	14.1	-0.3	-1.5	3.9
COc1ccc2nc3sc(C(=O)N4CCN(C)CC4)cc3cc2c1	0.5	-0.7	-3.0	-0.2	-1.2	-2.1	-2.6	0.6	.	-3.0
CCN(C[C@H]1N[C@@](CC)(C(=O)OC)[C@H]2C(=O)N(C)C(=O)[C@@H]12)S(=O)(=O)c1ccc(OC(F)(F)F)cc1	-8.6	1.4	.	.	i	5.8	-4.7	-1.1	-0.3	3.7
O=C(O)C1=C2C(=O)Nc3cccc(c32)C2(C1)C(=O)Nc1ccccc12 (stereo unspecified)	.	.	.	.	i	3.0	13.6	0.3	-0.5	-1.2
CCc1ccc(CN(C)C(=O)c2cc(COc3c(F)cccc3F)on2)cc1	-10.8	5.2	3.8	18.2	-1.1	45.0	1.2	0.1	1.1	6.7
Cc1cccc(C)c1NC(=S)N(Cc1ccccc1)Cc1cccs1	-7.6	-0.2	6.1	24.9	-0.2	12.5	2.0	-0.5	0.2	-0.9
O=C(CSc1cccc[n+]1[O-])Nc1ccccc1Oc1ccccc1	-6.9	89.9*	-1.9	1.2	-0.2	-11.5	4.4	-0.1	0.8	-5.3
CCC1CC(C(=O)O)CC(=O)N1 (stereo unspecified)	.	.	.	.	.	.	0.5	-0.6	0.9	-4.3
NC(=O)c1cc(-c2ccccc2)nc2ccc(Br)cc12	-15.0	-1.4	-0.5	28.8	-0.4	-6.4	-1.0	.	3.0	.
CCOC(=O)n1n[n+]([O-])c2ccccc21	-14.9	-1.3	-0.8	7.4	-0.3	3.4	0.1	-0.5	.	-2.4
O=C(COC(=O)Cn1cnc2ccccc2c1=O)NCc1ccccc1Cl	-1.6	0.1	-0.1	9.3	-0.2	3.9	13.9	-1.0	0.6	-3.7
CCOc1ccccc1Nc1ncccc1C(=O)O	-8.7	-2.2	5.6	8.3	-0.2	-5.7	4.2	0.9	.	2.5
O=C(CSc1nc(-c2ccccc2Cl)ns1)Nc1ccc2c(c1)OCO2	-12.0	7.2	6.4	-5.4	i	6.4	-4.1	-0.3	1.0	-3.5
COc1ccc(CN(CC(=O)NCc2ccc(F)cc2)C(=O)c2ccco2)cc1	8.3	-1.8	-0.4	-9.4	i	5.0	-4.6	-1.2	0.1	8.8
CC(O)c1ccc2c(c1)OCCOCCN(C)CCOCCO2 (stereo unspecified)	-8.7	0.6	1.6	15.4	i	0.8	11.9	-0.3	.	1.4
Cc1ccc(NS(=O)(=O)c2cc3c(cc2C)NC(=O)CO3)cc1	-0.9	0.0	1.4	17.3	-0.2	-3.3	0.0	-1.1	1.4	-7.4
Cc1ccc(SCc2nn(C)c(Cl)c2C=O)cc1	-26.6	1.7	4.4	12.3	i	9.3	9.2	0.6	0.4	-7.6
O=C(N/N=C/c1ccccc1C(=O)O)C(=O)N1CCCCC1	.	0.3	2.4	16.6	-0.3	-8.3	17.2	-0.5	0.5	-0.1
NC(=O)c1ccsc1NC(=O)COC(=O)CSc1ccc(Cl)cc1	2.4	-0.3	1.8	30.9	-0.3	7.7	10.2	-0.2	2.0	-2.0
Cc1ccc(Cc2c(C3CCCCC3)nc3ccc(Cl)cn23)cc1	.	.	.	.	.	.	-0.2	5.1	1.6	-2.6
O=S(=O)(Nc1ccc(Cl)c(Cl)c1)N1CCOCC1	-7.6	-1.1	-1.0	20.8	-0.1	1.8	7.5	-1.5	-0.2	3.0
COc1ccc(CC(=O)N[C@@H]2c3ccccc3CC[C@@H]2OCc2ccccc2)cc1	-17.5	-0.6	.	.	i	10.4	0.2	-0.7	0.0	-3.4
O=C(COC(=O)CCCOc1ccc(Cl)cc1Cl)NCc1ccc(F)cc1	-34.4	0.9	0.5	32.7	i	13.5	4.4	-0.6	.	1.5
